# Screens (PubChem)
# NCI-60 one-dose screen, 48 h, at 10 µM unless noted. Numbers give growth in % (100 = growth as untreated, 0 = no growth, -100 = all killed).
# HL-60(TB) – HL-60(TB) leukemia cells | 9% of 78,000 active | AID 1794776; active = growth percent below 10
# * = called active by the depositor. Only part of the results is shown. The share of hits here may be higher or lower than overall.
# A first look (15 entries):
SMILES,HL-60(TB)
COc1cccc(C2=NN(c3ccc(-c4ccccc4)nn3)C(c3ccccc3)C2)c1 (stereo unspecified),101
Cc1nc(N/N=C/c2ccccc2O)c(C#N)c(C#N)c1C,30
Oc1ccc(C=NC2CCCCC2)cc1,98
Cc1nn(-c2ccccc2)c2nc3c(c(-c4ccc(Cl)cc4)c12)CNC1(CCCC1)N3,101
CC1=C(C#N)C(C)(C)C(C#N)=C(C)N1,99
C[C@]12CC[C@@H](OC(=O)N(CCCl)N=O)C[C@@H]1CC[C@@H]1[C@@H]2CC[C@]2(C)C(=O)CC[C@@H]12,-22*
CCCCn1c(=O)[nH]c(N)c(C(c2ccccc2F)c2c(N)[nH]c(=O)n(CCCC)c2=O)c1=O,83
NNC(=O)Cc1c[nH]c2ccccc12,94
COc1cc2oc(-c3cccc(NC(=O)Nc4ccc(F)cc4)c3)cc(=O)c2c(OC)c1OC,91
CSc1nnc(-c2ccc(NC(=O)c3cccnc3)cc2)o1,101
O=[N+]([O-])c1c(N2CCN(CCO)CC2)nc2ccccn12,104
O=C(Nc1cccc(-c2nc3ccccc3c(=O)[nH]2)c1)c1ccc(Br)cc1,99
S=C(Nc1cccc(Br)c1)c1ccccc1,93
O=C(O)c1cn(C2CC2)c2cc(N3CCN(C(=O)CSCCO)CC3)c(F)cc2c1=O,97
IC1CC2CC1C1C=CCC21 (stereo unspecified),85

# Results, from the first entry:
SMILES,HL-60(TB)
COc1cccc(C2=NN(c3ccc(-c4ccccc4)nn3)C(c3ccccc3)C2)c1 (stereo unspecified),101
Cc1nc(N/N=C/c2ccccc2O)c(C#N)c(C#N)c1C,30
Oc1ccc(C=NC2CCCCC2)cc1,98
Cc1nn(-c2ccccc2)c2nc3c(c(-c4ccc(Cl)cc4)c12)CNC1(CCCC1)N3,101
CC1=C(C#N)C(C)(C)C(C#N)=C(C)N1,99
C[C@]12CC[C@@H](OC(=O)N(CCCl)N=O)C[C@@H]1CC[C@@H]1[C@@H]2CC[C@]2(C)C(=O)CC[C@@H]12,-22*
CCCCn1c(=O)[nH]c(N)c(C(c2ccccc2F)c2c(N)[nH]c(=O)n(CCCC)c2=O)c1=O,83
NNC(=O)Cc1c[nH]c2ccccc12,94
COc1cc2oc(-c3cccc(NC(=O)Nc4ccc(F)cc4)c3)cc(=O)c2c(OC)c1OC,91
CSc1nnc(-c2ccc(NC(=O)c3cccnc3)cc2)o1,101
O=[N+]([O-])c1c(N2CCN(CCO)CC2)nc2ccccn12,104
O=C(Nc1cccc(-c2nc3ccccc3c(=O)[nH]2)c1)c1ccc(Br)cc1,99
S=C(Nc1cccc(Br)c1)c1ccccc1,93
O=C(O)c1cn(C2CC2)c2cc(N3CCN(C(=O)CSCCO)CC3)c(F)cc2c1=O,97
IC1CC2CC1C1C=CCC21 (stereo unspecified),85
CCCCCCCCCCCCNC(=O)[C@H]1CSC(c2cc3ccccc3s2)N1 (stereo partly specified),-33*
COC(CSCc1ccccc1)OC,99
Fc1ccc(C2=NN(c3cc(Cl)cc(Cl)c3)C(c3cccc(Nc4ccnc5cc(Cl)ccc45)c3)C2)cc1 (stereo unspecified),107
CC(=C(c1ccc(OCCN2CCCC2)cc1)c1ccc(OCCN2CCCC2)cc1)c1ccc(Cl)cc1,-54*
COc1ccc(/C=C/C(=O)c2c(C)nc3ccccc3c2/C=C/c2ccc(C)cc2)cc1O,74
Cc1ccc(S(=O)(=O)Nc2ccc(-c3cc(-c4ccccc4F)c(C#N)c(=O)[nH]3)cc2)cc1,100
CC1=Cc2cc(Cl)cc(Cl)c2OC12Oc1c(Cl)cc(Cl)cc1C=C2C,99
CC(C)(C)n1cc(-c2ccnc(NCCCNS(=O)(=O)c3ccccc3)c2)c(-c2ccccc2)n1,38
Cc1cc2c(cc1C)-n1c(C)cc(=O)n1C(c1ccccc1Br)N2 (stereo unspecified),85
COc1ccccc1/C=C1\Oc2cc(OCCN3CCC(Cc4ccccc4)CC3)ccc2C1=O,97

# Quoted from the listing.
# Result for CC(=C(c1ccc(OCCN2CCCC2)cc1)c1ccc(OCCN2CCCC2)cc1)c1ccc(Cl)cc1 in HL-60(TB): -54*
# Result for CCCCCCCCCCCCNC(=O)[C@H]1CSC(c2cc3ccccc3s2)N1 (stereo partly specified) in HL-60(TB): -33*

# Next part.
SMILES,HL-60(TB)
O=C(Nc1ccccc1CNc1nc(Nc2ccc(OCCN3CCCC3)cc2)ncc1Cl)NC1CCCCC1,100
O=C1C2C3C=CC(C3)C2C(=O)N1CCOS(=O)(=O)OCCN1C(=O)C2C3C=CC(C3)C2C1=O (stereo unspecified),109
O=C(COc1ccc(/C=C2\Cc3ccc(Cl)cc3C2=O)cc1)Nc1nccs1,67
Cc1ccc(-c2[nH]ncc2C2OC[C@@]3(C)[C@H]4CCC5(C)OC(C6=CCOC6=O)C[C@H]5[C@]4(C)CC[C@H]3O2)cc1 (stereo partly specified),72
COc1cc(-c2nc(-c3ccccc3)[nH]c2-c2ccnc(NCCCNS(=O)(=O)c3cccc4ccccc34)n2)ccc1Cl,68
N#Cc1c(-c2ccc(Cl)cc2)[nH]c(=S)[nH]c1=O,99
CSc1nnc(-c2cnn3c2NC(c2ccccc2)C3)n1-c1ccc(F)cc1 (stereo unspecified),85
CC1(C)c2ccccc2C(=O)c2ccccc21,78
COc1ccc(-c2cc(C(=O)NCc3ccccc3)nn2-c2ccc(S(C)(=O)=O)cc2)cc1,86
O=C(CCCNC(=O)c1nc(-c2ccccc2)n(-c2ccccc2)n1)NO,88
COc1ccc(-c2nn(-c3cccc(Cl)c3)cc2-c2cc(-c3cccs3)[nH]c(=S)n2)cc1,46
N#CC(C#N)=Cc1ccc2ccccc2c1,96
COc1cc(OC)c(C(=O)Nc2cccc(-c3cc(=O)c4ccccc4o3)c2)c(OC)c1,98
Cn1cc(-c2csc(-c3c[nH]c4ccc(Cl)cc34)n2)c2cccnc21,84
Cc1cc(Cl)ccc1NC(=O)N1CCCCC1,97
O=S(=O)(Nc1ccc(C(F)(F)F)c(Cl)c1)c1ccc(-c2cnc(C3CC3)o2)cc1,85
COc1ccc(-c2nn(Cc3ccc(OC)c(OC)c3)c3c2-c2oncc2CC3)cc1,94
COc1ccc(-c2cc(-c3nnc(SCC(=O)Nc4ccc(/C(C)=N\O)cc4)n3-c3ccccc3)c3cc(OC)ccc3n2)cc1,32
O=C(CSc1nnc(-c2ccc(NC(=O)c3cccnc3)cc2)o1)Nc1ccccc1Cl,101
O=C(/C=C/c1ccc(B(O)O)cc1)/C=C/c1ccc(B(O)O)cc1,22
O=C(Nc1ccc(-n2cnc3cc(-c4ccc(O)cc4)ccc32)cc1)NC1CC1,96
CN1CCC(N)(C(=O)O)CC1,100
CCn1cc(-c2ccnc(NCCNS(=O)(=O)c3ccc(Br)cc3)c2)c(-c2cccc(O)c2)n1,105
COc1ccc2c(c1)C(=O)c1c-2c(OCCN2CCCCC2)nc2ccc(OC)cc12,17
O=S(=O)(O)c1ccc(N=Nc2ccc(N=Nc3cccc4ccccc34)c(S(=O)(=O)O)c2)cc1,105

# Next part.
SMILES,HL-60(TB)
Nc1nc(-c2cccc3ccccc23)cc2ccccc12,-48*
O=S(=O)(NC1C2c3ccccc3C(c3ccccc32)C1O)c1ccccc1 (stereo unspecified),115
COc1ccc2[nH]cc(C(=O)O)c2c1,111
CC(C(=O)c1c([O-])on[n+]1-c1ccccc1)N1CCN(C)CC1 (stereo unspecified),104
O=C1NC(=O)C(=Cc2cn(Cc3cccc4ccccc34)c3ccccc23)C(=O)N1,78
CC1=NN(C2=NC(=O)C(CC(=O)Nc3ccccc3C(F)(F)F)S2)C(c2ccc(N(C)C)cc2)C1 (stereo unspecified),11
NS(=O)(=O)c1cn(-c2ccc([N+](=O)[O-])c3nonc23)ccc1=O,77
[O-][n+]1ccccc1C(O)CSc1ccccc1 (stereo unspecified),107
COc1cc(NC(=O)NCc2ccco2)ccc1-c1ccc(NC(=O)NCc2ccco2)cc1OC,57
c1ccc(Sc2ccncc2)cc1,107
CC1(C)CC(=O)c2c(nc(Nc3nc4ccccc4s3)nc2-c2ccccc2)C1,74
COc1cccc(Cn2cc3c(c2)-c2oncc2CC3)c1,1.6*
O=C1OC2C=CC3CC2(O1)C1CCCC(=O)N1O3 (stereo unspecified),99
Cn1cc(-c2nonc2-c2cn(C)c3ccc(Br)cc23)c2ccccc21,-19*
COc1ccc(-c2cnc3sc(C)cn23)cc1,83
COc1cc(/C=C/c2nnc(-c3cc(-c4ccc(Cl)cc4)n[nH]3)o2)cc(OC)c1OC,92
C=CCOc1ccc(/C=C2\SC(=S)N(CCc3ccc(O)cc3)C2=O)cc1,39
Cc1ccccc1C(=O)N1CC1C (stereo unspecified),69
CC(=O)c1ccc(Br)s1,106
O=C1c2c(O)cc(O)cc2-c2c(-c3ccc(O)cc3)oc3cc(O)cc1c23,17
CCN(CC)S(=O)(=O)c1ccc(O)c(NC(=O)c2[nH]c(C)c3c2CCCCC3=O)c1,18
O=C(Oc1ccc([N+](=O)[O-])cc1)c1ccc(C[n+]2ccccc2)cc1,101
Cc1cc(O)c(Cl)c(C)c1Cl,105
O=C(CSc1nnc(-c2ccccc2)n1-c1ccccc1)Nc1ccc(C(=O)/C=C/c2ccc(Cl)cc2)cc1,82
Cc1ccc(S(=O)(=O)C/C(=N\NC(=O)c2ccccc2)c2cc3ccccc3oc2=O)cc1,105

# Next records follow:
SMILES,HL-60(TB)
COc1ccc2nc3cc(Cl)ccc3c(N3CCN(c4nccc(Nc5ccccc5)n4)CC3)c2c1,74
CCOC(=O)c1[nH]c2cc(Cl)ccc2c1[C@@H](C(=O)NC(C)(C)C)N(CC)C(=O)CCCCC#Cc1cccc2c1CN(C1CCC(=O)NC1=O)C2=O (stereo partly specified),-7.3*
NC1=NC(=O)N2C[C@H]12,100
COc1ccccc1Nc1nc(SC)nc(-c2cccc([N+](=O)[O-])c2)c1C#N,102
COc1ccc(/C=C(\c2cc(OC)c(OC)c(OC)c2)c2nnc(-c3cc4ccccc4o3)o2)cc1,97
COc1c([C@@H](CC(C)C)OC(C)=O)ccc2c1C(=O)OCc1cc(C)cc(O)c1O2,64
Cc1ccc(-n2cc(-c3ccccc3)c3c(SCC(=O)N/N=C/c4ccccc4[N+](=O)[O-])ncnc32)cc1,103
COc1cc(C2C3=C(CCCC3=O)N(c3sc4c(c3C#N)CCCC4)c3nc(N)c(C#N)c(N)c32)cc(OC)c1OC (stereo unspecified),102
OCCCC(O)c1ccccc1 (stereo unspecified),82
O=C(O)CCCC(=O)c1ccccc1,73
[O-]c1on[n+]2c1CCCC2,95
Cc1cccc(-c2ccc3c4c(cccc24)C(=O)N(c2nc4ccccc4s2)C3=O)c1,101
O=C(Nc1ccc(Br)cc1)Nc1nc2ccc([N+](=O)[O-])cc2s1,-44*
O=C(CCCN1CCC(O)(c2ccc(Br)cc2)CC1)c1ccc(F)cc1,72
COc1cc(CNc2cnc(Nc3ccc(N4CCOCC4)cc3)nc2Oc2ccc(C)cc2OC)cc(OC)c1,83
OCCN(CCO)c1cccc(Cl)c1,83
C[C@]12C=CC(=O)C=C1CC[C@@H]1[C@@H]2C(=O)C[C@@]2(C)[C@H]1CC[C@]2(O)C(=O)COC(=O)N(CCCl)CCCl,95
C=C(C)[C@@H]1CCC=C2CC[C@]3(C)[C@H](CC[C@@H]4[C@@]5(C)CCCNC(C)(C)[C@@H]5CC[C@]43C)[C@H]21,28
O=C(NC1CCCCC1)C(c1ccccc1)c1ccccc1,100
OC(Cc1ccccc1)Cc1ccccc1,108
CCOC(=O)C1=C(C)N=C2Sc3cc(Cl)ccc3N2C1c1cn(-c2ccccc2)nc1-c1ccc(F)cc1 (stereo unspecified),71
CC1(C)C(=O)/C(=C\c2ccc(C(F)(F)F)cc2)C[C@]2(C)[C@H]3CC[C@@H]4[C@H]5[C@H](C(=O)/C=C/c6ccc(C(F)(F)F)cc6)CC[C@]5(C(=O)O)CC[C@@]4(C)[C@]3(C)CC[C@@H]12,59
Cc1cc(=O)oc2cc(OCCCCOc3ccc(/C=C/C(=O)Nc4ccc(Cl)cc4)cc3)ccc12,96
COC(=O)c1cc(-c2ccc(C)cc2)[nH]c(=O)c1C#N,97
O=C1C(c2c[nH]c3ccccc23)=C(c2coc3cc(Br)ccc23)C(=O)N1O,103

# Other entries.
SMILES,HL-60(TB)
CCN(CC)CCC(CN=C(N)N)c1ccc(Cl)cc1 (stereo unspecified),88
COc1ccc(CCC(=O)N2CC(C)OC(C)C2)cc1OC1CCCC1 (stereo unspecified),104
O=[N+]([O-])c1ccc2[nH]c(=S)[nH]c(=S)c2c1,110
CCOC(=O)N1CCN(CCCCCCOc2ccc(C3CCCCC3)cc2)CC1,29
COc1ccc(C2=C(C#N)C3(C(=O)Nc4ccc(Cl)cc43)c3c(-c4ccc(Cl)cc4)nn(-c4ccccc4)c3N2)cc1 (stereo unspecified),26
O=C(CCCCCCCC(=O)OCCCC1CCCO1)OCCCC1CCCO1 (stereo unspecified),81
Cc1ccc(NC(=O)/C=C/c2ccccc2)cc1,82
Cc1nn(-c2ccccc2)c2nc3c(cc12)C(=O)CC3,118
Nc1nc2[nH]ncc2c(=O)[nH]1,109
Cc1ccc(-c2nc(/C=C3/C(=O)Nc4ccc(F)cc43)c3ccccn23)cc1,110
N#CCC1(n2cc(-c3ncnc4[nH]ccc34)cn2)CN(C2CCN(C(=O)c3ccnc(C(F)(F)F)c3F)CC2)C1,145
COc1ccc(C2=NN(/C=c3\s/c(=C(\C#N)C(=O)Nc4ccccc4)n(-c4ccccc4)c3=O)C(c3ccc(OC)cc3)C2)cc1 (stereo unspecified),103
COc1ccc(OC)c(-c2c(C#N)c(N)nc3c2c(N)nn3-c2ccccc2)c1,97
O=C(Cc1ccc(/C=C/C(=O)c2ncc[nH]2)cc1)NC1CCCCC1,62
CC(=O)Nc1nnc(SCc2ccccc2)s1,97
Cc1cc([N+](=O)[O-])ccc1Nc1ccc(C(=O)Nc2nc3cc(C(=O)N4CCN(C(c5ccccc5)c5ccccc5)CC4)ccc3o2)cc1[N+](=O)[O-],92
CCCN(CCC)CC(=O)N1CC(=O)Nc2ccccc21,88
C(=Nc1cccc2ccccc12)c1ccc2c(c1)OCO2,56
N#Cc1ccccc1/C=N/NC1=NCCN1S(=O)(=O)c1ccc(Cl)cc1,100
O=C1/C(=C2/C=Nc3ccccc32)N(O)c2ccccc21,8.9*
O=S1(=O)OCCOS(=O)(=O)C1(Cl)Cl,104
N#Cc1c(Nc2ccc(Br)cc2)n[nH]c1-c1cccs1,90
Cc1ccc(/C=C/C(=O)C(=O)/C=C/c2ccc(C)cc2)cc1,93
CN1CCN(/C(=N\c2sc(-c3ccccc3)nc2-c2ccccc2)c2ccccc2)CC1,63
CC(O)(P(=O)(O)O)P(=O)(O)O,106
